Source: PubChem
Lipid storage S3 – qHTS Assay for Lipid Storage Modulators in Drosophila S3 Cells. Potency in µM for hits, for the others lipid storage change, negative = inhibition, % at the top dose, mostly 46.1 µM. Drosophila S3 cells, BODIPY lipid droplet fluorescence, 18-24 h; cells fed with added oleic acid. 0.64% of 320,000 active. AID 2685, 2010; active = well fitted inhibition curve with a large enough effect in the signal ratio, with a control signal flat, not every such curve was filed as active; inconclusive = small, poorly fitted or top-dose-only effect, or effect the other way, or a change in a side signal; the % refers to the signal ratio
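Drosophila S3 cells loaded with oleic acid (400 uM, as added) and compounds at several concentrations; lipid droplets imaged by 488-nm laser-scanning cytometry, 500–530 nm intensity and object ratio to cell channel. Percent activity normalized to 20 uM Triacsin C.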
Lipid storage S3 cell count max – recorded beside Lipid storage S3, whose call it bears; cell number change, %; measured here: cell count max response;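 cells counted by Cell Tracker Red CMTPX staining in the red channel; peak over a dose series mostly up to 46.1 µM; percent activity relative to internal control wells on each plate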
* = called active by the depositor; i = inactive; ? = inconclusive; · = no result given. % is scaled to controls: 0 for no effect and ±100 for the full control effect; potency is read from the fitted curve at half-maximal effect.

The first 3 entries, ahead of the listing:
molecule	Lipid storage S3	Lipid storage S3 cell count max
COc1ccc(NC(=O)CN(C)C(=O)c2cc(CN3C(=O)c4ccccc4C3=O)ccc2OC)cc1	?	·
CN(c1ccccc1)S(=O)(=O)c1cccc(C(=O)NNC(=O)c2ccncc2)c1	?	·
CS(=O)(=O)N(CC(=O)NCCC1=CCCCC1)C1CCCCC1	?	·

Main list, from the start:
molecule	Lipid storage S3	Lipid storage S3 cell count max
COc1ccc(NC(=O)CN(C)C(=O)c2cc(CN3C(=O)c4ccccc4C3=O)ccc2OC)cc1	?	·
CN(c1ccccc1)S(=O)(=O)c1cccc(C(=O)NNC(=O)c2ccncc2)c1	?	·
CS(=O)(=O)N(CC(=O)NCCC1=CCCCC1)C1CCCCC1	?	·
Cc1cc(C(=O)OCC(=O)c2ccc(Br)s2)no1	?	·
CCCN(CC(=O)Nc1ccc(C(N)=O)cc1)CC(=O)Nc1ccc(F)c(F)c1F	?	·
CON1C(=O)C(=O)N(OC)C2CCCCC21 (stereo unspecified)	0%	6
O=C(Nc1ccc(N2CCN(Cc3ccccc3)CC2)cc1)c1ncn[nH]1	?	·
O=C(Nc1ccc(NC(=O)c2cccs2)c(Cl)c1)c1ccco1	19%	15
O=C(O)CCn1cnc2ccccc2c1=O	-1%	-15
Cc1ccc(-c2csc3nnc(SCC(=O)N4CCN(Cc5ccccc5)CC4)n23)cc1	?	·
Cc1ccc(OCc2ccc(C(=O)O)o2)c([N+](=O)[O-])c1	-2%	-10
CC(C)CNC(=S)NC1CC2CCCC(C1)N2Cc1cccs1 (stereo unspecified)	-11%	12
CCc1nc2ccc(C(=O)N(C)CC(=O)Nc3ccc(F)c(F)c3F)cc2nc1CC	?	·
O=C1NC(c2cccc(Cl)c2)Oc2ccccc21 (stereo unspecified)	?	·
COCC(=O)Nc1cc(C)c2c(=O)oc3ccccc3c2n1	-4%	-10
CC(C)(C)N1C(=O)c2ccc(C(=O)Nc3nccs3)cc2C1=O	?	·
Cc1cc(=O)oc(C)c1C(=O)Nc1cccc(F)c1	-5%	18
C=CCc1cccc2cc(C(=O)Nc3ccc(CC(=O)O)cc3)c(=O)oc12	?	·
Cn1c(=O)c2c(nc(SCC(=O)N3CCc4ccccc43)n2Cc2ccccc2)n(C)c1=O	?	·
O=C(c1cccnc1)c1ncc(C(F)(F)F)cc1Cl	i	29
O=C(Nc1ccc(Cl)cn1)c1cccc(S(=O)(=O)N2CCCCC2)c1	i	14
CCN(CC)CCN1C(=O)C(=O)/C(=C(/O)c2c(C)[nH]c(C(=O)OC)c2C)C1c1cccs1 (stereo unspecified)	i	·
C=CCN(c1ccccc1)S(=O)(=O)c1cccc(C(=O)OCC(=O)NCCOC)c1	-14%	-17
Cc1cc(NC(=O)c2cc3n(n2)C(C(F)(F)F)CC(c2ccc(Cl)c(Cl)c2)N3)no1 (stereo unspecified)	i	·
CC(=O)c1cccc(Nc2nc(-c3ccccc3)cs2)c1	i	·

In another format: 2 of the compounds above
Each structure is followed by: Lipid storage S3	Lipid storage S3 cell count max
CON1C(=O)C(=O)N(OC)C2CCCCC21 (stereo unspecified)
  0%	6
O=C(Nc1ccc(N2CCN(Cc3ccccc3)CC2)cc1)c1ncn[nH]1
  ?	·

(list continues)
molecule	Lipid storage S3	Lipid storage S3 cell count max
COc1ccc(/C(O)=C2\C(=O)C(=O)N(CC3CCCO3)C2c2cc(OC)ccc2OC)cc1 (stereo unspecified)	-1%	10
O=C(Nc1ccc2[nH]c(=O)[nH]c2c1)c1ccc(Br)o1	?	·
O=C(CN1C(=O)NC2(CCc3ccccc32)C1=O)c1ccc(Br)s1 (stereo unspecified)	4.1µM*	11*
CC(=O)Nc1ccc(NC(=O)CNC(=O)COc2ccccc2)cc1	?	·
Cc1cc(S(=O)(=O)N2CCN(c3ccc(F)cc3)CC2)c(C)s1	?	·
COc1c(C)cc(C(=O)C2CCCN(C(=O)c3cc(C)nc(C)n3)C2)cc1C (stereo unspecified)	-12%	11
CCCN(CCC)C(=O)Nc1cc(Cl)ccc1OC	-4%	10
O=C1CN(C(=O)COc2ccc(Br)cc2F)c2ccccc2N1	-2%	-9
C=CCN1C(=O)C(Cc2ccc(OC)cc2)S/C1=N/N=C/c1ccco1 (stereo unspecified)	?	·
O=C(O)/C=C/C(=O)N1CCN(S(=O)(=O)c2cccc(C(F)(F)F)c2)CC1	?	·
CC(=O)c1ccc(OCCCC(=O)NNC(=O)c2ccccn2)cc1	?	·
CCOc1ccccc1NC(=O)C(C)N1C(=O)c2ccccc2S1(=O)=O (stereo unspecified)	i	·
CCCCN(C)CCCNC(=O)c1ccc2c(c1)NC(=O)C(N1CCOCC1)S2 (stereo unspecified)	-7%	34
COc1ccc(CCNC(=O)CCc2cc(OC)c(OC)c(OC)c2)cc1	-3%	2
Cc1nc2ccccn2c1C(=O)NCC(C)C	5%	12
COc1ccc(C(=O)c2ccc([N+](=O)[O-])cc2)cc1S(=O)(=O)N1CCC(C(=O)O)CC1	-17%	-3
CC(=O)N(CC(=O)Nc1sc(C)c(C)c1C(N)=O)Cc1ccccc1	8%	24
Cc1ccc(-c2cc(-c3nnc(SCC(=O)NCC(C)C)n3N)c3ccccc3n2)cc1	-2%	·
CC(=O)Nc1cccc(-c2csc(NCc3ccccc3)n2)c1	10%	8
CSc1cccc(NC(=S)N(CCC(C)C)C2CCN(C(C)C)CC2)c1	3%	-1
COc1cc(CNc2cccc(C(=O)O)c2)cc(Br)c1OCC(=O)NC(C)(C)C	17%	·
O=C(Nc1ccccc1Cl)c1ccc(S(=O)(=O)N2CCOCC2)cc1	-3%	-7
Cc1ccc(Nc2nc(N)nc(-c3oc4ccccc4c3C)n2)cc1	?	·
O=C(O)c1cc2c(cc1Br)OCCCO2	-2%	0
CCc1cc(=O)oc2cc(OCc3ccc(C(=O)O)o3)ccc12	-22%	4

The list goes on:
molecule	Lipid storage S3	Lipid storage S3 cell count max
Cc1ccccc1CCNC(=O)C1CCC(=O)N(Cc2ccc(Cl)cc2)C1 (stereo unspecified)	-1%	23
COCCN(C(=O)COC(=O)CSc1ccc(Cl)cc1)c1c(N)n(CC(C)C)c(=O)[nH]c1=O	?	·
O=C(/C=C\c1ccco1)Nc1cc([N+](=O)[O-])ccc1F	?	·
Cc1cc(C)nc(Oc2ccc(Br)cc2)n1	17%	9
Cc1ccc(CN2CCNC2=O)cc1	?	·
CCOc1ccc(CCNC(=O)COC(=O)C2CCN(c3ccc(C(F)(F)F)cn3)CC2)cc1OCC	?	·
O=C(Cc1ccccc1)Nc1nnc(SCC(=O)NC2CCCC2)s1	?	·
COc1ccc(NC(=O)CN2C(=O)NC3(CCCCC3C)C2=O)cc1OC (stereo unspecified)	?	·
CN1C(C(=O)NCc2cccs2)=CC(c2ccc(F)cc2)=NS1(=O)=O	-21%	21
COC(=O)C(NC(=O)CCc1c(C)nc2c(c(C)nn2-c2ccccc2)c1C)C(C)C (stereo unspecified)	16%	·
NC(=S)NN=C1c2ccccc2-c2ccccc21	i	0
Cc1ccc2cc(CCl)c(Cl)nc2c1	19%	·
CCOC(=O)c1ccc(NC(=O)Nc2cc(C)on2)cc1	?	·
CC1(C)CC2(CCO1)OC(=O)CC2C(=O)Nc1ccc(Cl)cc1[N+](=O)[O-] (stereo unspecified)	?	·
CCCCCCNC(=O)N1C/C=C\C(c2ccc(OC)cc2)N(Cc2ccc(F)cc2)C(=O)C1 (stereo unspecified)	5%	11
Cc1ccc2c(c1)N(C(=O)CCC(=O)NCCCN1CCOCC1)CCO2	10%	-11
CC(=O)Nc1cccc(N2CCCC2=O)c1	?	·
CC(C)(C)c1cc(NC(=O)c2cccnc2)no1	?	·
Clc1ccc2ccc3cccnc3c2n1	?	·
O=c1c(Cc2ccc(Cl)cc2Cl)c(O)ccn1Cc1ccc(Cl)cc1	?	·
O=C(NCc1ccco1)C1CCCN(c2nnc(-n3cccc3)s2)C1 (stereo unspecified)	i	-22
Cc1cc(C)n2c(SCc3c(C)noc3C)nnc2n1	3%	2
CC1CC(C)CN(C(=O)CNC(=O)c2sc3ccccc3c2Cl)C1 (stereo unspecified)	1.5µM*	-1.3*
COc1ccc(Cc2nnc(NS(C)(=O)=O)s2)cc1	i	-15
O=C(COC(=O)C1CC1)c1c[nH]c2ccccc12	i	·

Continued.
molecule	Lipid storage S3	Lipid storage S3 cell count max
Cc1cccc(NC(=O)c2nc[nH]c2C(=O)NC2CCN(C(=O)OC(C)(C)C)CC2)c1	?	·
COCCN(CC(=O)Nc1cccc(C)c1C)C(=O)c1ccc(S(=O)(=O)N2CCOCC2)cc1	-24%	4
O=C(CCN1CCCCC1)NCNC(=O)CCN1CCCCC1	?	·
CCN(CC)S(=O)(=O)c1cc(NC(=O)C2CCN(c3ncnc4sc(C)c(C)c34)CC2)ccc1Cl	?	·
COc1ccc2[nH]c(=O)c(CNc3ccc(C)c(C)c3)cc2c1	12%	-5
CCOC(=O)c1c(C)[nH]c(C(=O)OCC(=O)Nc2ccc(OC)c(Cl)c2)c1C	?	·
CS(=O)(=O)Nc1nnc(SCC(=O)Nc2cccc([N+](=O)[O-])c2)s1	6%	4
CCOC(=O)c1cccc(NS(=O)(=O)c2c(C)[nH]c(=O)[nH]c2=O)c1	7%	-4
CC(c1nc2ccccc2o1)N1C(=O)c2ccccc2C1=O (stereo unspecified)	8%	5
O=C(NCc1nnc(SCC(=O)N2CCN(c3ccccc3)CC2)o1)c1ccccc1	?	·
COc1ccc(N(C)S(=O)(=O)c2cccc(C(=O)Nc3ccc4c(c3)OCCO4)c2)cc1	?	·
O=C(CCSCc1ccc(Cl)cc1)NCCc1ccccc1	?	·
COC1(C2=NCCN2)COc2ccccc2O1 (stereo unspecified)	-21%	·
Cc1ccc(/C=N/NC(=O)c2nc3nc(C)cc(C)n3n2)cc1	?	·
O=C(c1ccccc1Cc1ccccc1)N1CCN(S(=O)(=O)c2ccccc2F)CC1	?	·
Cc1cc(C)c2c(=O)n(CC(=O)N3CCC(Cc4ccccc4)CC3)sc2n1	?	·
O=C(Nc1ccc(F)cc1F)c1cccc(S(=O)(=O)N2CCCCC2)c1	?	·
CC1CCCCC1NC(=O)COC(=O)c1ccc(S(=O)(=O)NCc2ccco2)cc1 (stereo unspecified)	?	·
O=C(C(=O)N1CCN(c2ccccc2F)CC1)c1c[nH]c2ccccc12	?	·
COc1ccc(NC(=O)c2ccco2)cc1NC(=O)c1ccc(C#N)cc1F	-22%	8
O=C1c2ccccc2C(=O)N1CCC(=O)N1CCCc2ccccc21	22%	1
COc1ccc(-c2sc3ccc(N4CCOCC4)cc3c2-c2ccc(O)cc2)cc1	?	·
COc1cc(C(C(=O)NC2CCCC2)N(Cc2ccco2)C(=O)c2snc(C(N)=O)c2N)cc(OC)c1OC (stereo unspecified)	?	·
NC(=O)NCC(c1ccccc1)C1CCCCC1 (stereo unspecified)	-2%	24
CCOC(=O)CC(=O)CSc1nc2nc(C)cc(C)n2n1	?	·

Complete entries, quoted from the list. Values in the order: Lipid storage S3, Lipid storage S3 cell count max
Record of NC(=O)NCC(c1ccccc1)C1CCCCC1 (stereo unspecified) = -2%, 24
Record of Cc1ccc(/C=N/NC(=O)c2nc3nc(C)cc(C)n3n2)cc1 = ?, ·

Remaining list, next part:
molecule	Lipid storage S3	Lipid storage S3 cell count max
COC(=O)c1cc(Cl)nc2ccccc12	?	·
Cc1ccc(NC(=O)CSCc2c(C)noc2C)cc1C	23%	-21
O=C(Nc1cc(C(F)(F)F)ccc1N1CCOCC1)C1Cc2ccccc2CN1C(=O)c1ccco1 (stereo unspecified)	8%	-25
OCCC1CN(Cc2cnc(-c3ccccc3)s2)CCN1C1CCCC1 (stereo unspecified)	21%	6
COc1ccc(C(=O)Nc2ccc(NC(=O)C3CC3)cn2)cc1	6%	7
COc1ccc(N2CC(C(=O)Nc3nc4ccccc4s3)CC2=O)cc1 (stereo unspecified)	?	·
CC1CCCC(NS(=O)(=O)c2cc(Br)cnc2N)C1C (stereo unspecified)	?	·
Cc1ccc(CC(=O)NNC(=O)c2cccs2)cc1C	?	·
Cn1cnc([N+](=O)[O-])c1S(=O)(=O)c1ccc(Cl)cc1	?	·
CC(C)=CCCC(C)NC(=O)NC1CCCCC1 (stereo unspecified)	0%	1
N#Cc1c(Cl)nc(SCc2ccccc2)nc1-c1ccccc1	-1%	-3
COCCNC(=S)Nc1ccc(Cl)c(Cl)c1	?	·
Cc1onc(-c2ccccc2)c1C(=O)Nc1sc2c(c1C#N)CCC2	?	·
COc1cc(C(=O)Nc2nc(C)c(Cc3ccc4c(c3)OCO4)s2)cc(OC)c1OC	?	·

An excerpt, so the mix of outcomes need not match the whole.
